RGS4 inhibitor = Inhibitors of Regulator of G Protein Signaling (RGS) 4: qHTS; Regulator of G-protein signaling 4 (Homo sapiens), P49798; Transcreener GDP fluorescence polarization, RGS4-accelerated GTP hydrolysis; Potency, µM (top dose mostly 114 µM), for the others: top-dose activity change, negative = inhibition, most hits filed as inhibitors; 390,000 tested, 0.039% active; AID 504845, 2011; also: potency is read from the fitted curve at half-maximal effect; % is scaled to controls: 0 for no effect and ±100 for the full control effect; nearly all actives have a fitted effect of over 75% in size; some results filed as inactive show a strong effect at the top dose
Target sequence (P49798 whole entry, looked up): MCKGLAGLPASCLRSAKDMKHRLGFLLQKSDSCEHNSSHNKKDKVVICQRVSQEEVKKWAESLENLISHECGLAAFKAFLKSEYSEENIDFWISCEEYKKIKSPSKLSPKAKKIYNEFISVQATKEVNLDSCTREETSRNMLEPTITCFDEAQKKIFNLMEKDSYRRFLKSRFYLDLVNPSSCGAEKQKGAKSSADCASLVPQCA
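MLSMR compounds (23 nl, pin-transferred) preincubated 10 min at room temperature with a 500nM (2x) first reagent, then RGS4 at 900nM (2x) plus Transcreener GDP mix added; fluorescence polarization (620/688 nm) read before and after 90 min at 30 °C.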
12-LOX inh = Primary qHTS assay for inhibitors of human arachidonate 12S-lipoxygenase (ALOX12): Round 2; Polyunsaturated fatty acid lipoxygenase ALOX12 (Homo sapiens), P18054; purified 12hLO, xylenol orange hydroperoxide absorbance; Potency, µM (doses to about 108 µM), for inactives: at the highest dose activity change, negative = inhibition, most hits filed as inhibitors; 580,000 tested, 1.1% active; AID 1671190, 2021; also: potency is read from the fitted curve at half-maximal effect; % is scaled to controls: 0 for no effect and ±100 for the full control effect
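Purified human 12hLO at 150 nM in 25 mM Hepes, 0.01% Triton X-100, pH 7.0, preincubated 15 min at room temperature with compound. Reaction started with 40 uM arachidonic acid, 30 min at room temperature. Hydroperoxide measured by Fe-xylenol orange, 573/405 nm absorbance ratio.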
JMJD2A Tudor inh = qHTS Assay for Inhibitors of JMJD2A-Tudor Domain | Lysine-specific demethylase 4A (Homo sapiens), O75164 | AlphaScreen JMJD2A-Tudor / H3K4me3 peptide binding | Potency, µM (series often up to 114 µM), for inactives: at the top dose activity change, negative = inhibition, hits mostly inhibitors | 390,000 tested, 4.4% active; also: potency is read from the fitted curve at half-maximal effect; % is scaled to controls: 0 for no effect and ±100 for the full control effect; nearly all actives have a fitted effect of over 50% in size
HP1b chromo inh = HTS for Inhibitors of HP1-beta Chromodomain Interactions with Methylated Histone Tails. AlphaScreen HP1-beta / biotin-H3K9me3 peptide binding. Potency, µM (doses to about 114 µM), for inactives: top-dose activity change, negative = inhibition, usual class: inhibitors. 390,000 tested, 0.56% active. AID 540317, 2011; also: potency is read from the fitted curve at half-maximal effect; nearly all actives have a fitted effect of over 70% in size; inactives centre near 23
Target sequence (P83916 whole entry, looked up): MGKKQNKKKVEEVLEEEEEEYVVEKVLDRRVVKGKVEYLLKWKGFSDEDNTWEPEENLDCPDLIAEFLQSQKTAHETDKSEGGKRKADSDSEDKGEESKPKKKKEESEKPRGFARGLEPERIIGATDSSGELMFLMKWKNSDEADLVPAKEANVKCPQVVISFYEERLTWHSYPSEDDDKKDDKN
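HP1-beta protein (50 nM final) preincubated 30 min at room temperature with biotinylated H3(1-18)K9me3 peptide (50 nM) in PBS pH 7.4, 0.01% Tween-20, then compound added for 30 min. AlphaScreen streptavidin donor/nickel chelate acceptor beads (10 ug/mL final), 30 min dark, luminescence read.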
BAZ2B block = qHTS Assay for Inhibitors of BAZ2B. Bromodomain adjacent to zinc finger domain protein 2B (Homo sapiens), Q9UIF8. AlphaScreen BAZ2B-H3K14Ac peptide displacement. Potency, µM (highest dose often 114 µM), without a hit: top-dose activity change, negative = inhibition, actives largely listed as inhibitors. 360,000 tested, 4.4% active. AID 504333, 2011; also: potency is read from the fitted curve at half-maximal effect; % is scaled to controls: 0 for no effect and ±100 for the full control effect; nearly all actives have a fitted effect of over 60% in size
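AlphaScreen displacement of biotin-H3(5-23)K14Ac peptide (50 nM final) from BAZ2B (50 nM final) in PBS pH 7.4, 0.01% Tween-20; complex preformed 30 min RT, then compounds (top 110 uM) 30 min RT, beads 20 min dark.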
G9a block = qHTS Assay for Inhibitors of Histone Lysine Methyltransferase G9a; 350,000 tested, 8.8% active; Potency, µM (series often up to 102 µM), for inactives: top-dose activity, negative = inhibition, usual class: inhibitors; Histone-lysine N-methyltransferase EHMT2 (Homo sapiens), Q96KQ7; G9a H3K9 monomethylation, AlphaScreen, 2 h; also: potency is read from the fitted curve at half-maximal effect; % is scaled to controls: 0 for no effect and ±100 for the full control effect; nearly all actives have a fitted effect of over 75% in size
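Compounds were preincubated with 20 nM G9a for 15 min, after which biotinylated H3K9 peptide (500 nM) and SAM (20 uM) started a 2 h room-temperature reaction. Monomethylated product was quantified by antibody-based AlphaScreen chemiluminescence.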
ERG-DNA inh = qHTS for Small Molecule Inhibitors of the ERG Ets/DNA interaction. Transcriptional regulator ERG (Homo sapiens), P11308. fluorescence polarization, His-ERG Ets domain / labelled DNA. Potency, µM (top dose mostly 76.9 µM), for the others: at the top dose FP activity, negative = inhibition, usual class: inhibitors. 370,000 tested, 0.028% active. AID 624246, 2012; active = well fitted inhibition curve with a large enough effect in the polarisation, with a control signal flat; inconclusive = small, poorly fitted or top-dose-only effect, or effect the other way, or a change in a side signal; inactive = no such curve, though single readings can be large or run the other way; the % refers to the polarisation;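 also: polarization taken with two DNA probes labelled with fluorescein and Texas red; potency is read from the fitted curve at half-maximal effect; % of control where 0% means no effect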
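His-tagged ERG Ets domain (1 uM in the protein solution; 300mM KCl, 50mM Tris-HCl, 1mM EDTA, 1mM DTT, pH 7.5) received compound, then a probe mix of 5 nM fluorescein-DNA and 100nM Texas-615-DNA. Fluorescence polarization was read for both dyes.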
PI4K2A inh = qHTS for small molecular inhibitors of PI4K2A; purified PI4K2A, ADP-Glo luminescence, 1 h; active compounds read low; activity change, negative = inhibition, % at 76.9 µM; 420,000 tested, 0.13% active; AID 1346378, 2018; in the data active = activity change below about -50%; inconclusive = mostly about -30% to -49%;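 also: -100% = wells without enzyme as full effect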
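PI4K2A activity was measured by ADP-Glo luminescence: enzyme (4 ug/mL stock) and phosphatidylinositol (1.2 mM stock) in Tris pH 7.5/MgCl2/EGTA/Triton X-100 buffer were reacted with ATP (300 microM stock) for one hour at ambient temperature.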
GLS inhibitor = qHTS for Inhibitors of Glutaminase (GLS); GLS enzymatic activity, qHTS titration; Potency, µM (top dose mostly 45.5 µM), for the others: at the top dose activity change, negative = inhibition, hits mostly inhibitors; 410,000 tested, 0.21% active; AID 624170, 2012; also: potency is read from the fitted curve at half-maximal effect; % is scaled to controls: 0 for no effect and ±100 for the full control effect
Target sequence (O94925 whole entry, looked up): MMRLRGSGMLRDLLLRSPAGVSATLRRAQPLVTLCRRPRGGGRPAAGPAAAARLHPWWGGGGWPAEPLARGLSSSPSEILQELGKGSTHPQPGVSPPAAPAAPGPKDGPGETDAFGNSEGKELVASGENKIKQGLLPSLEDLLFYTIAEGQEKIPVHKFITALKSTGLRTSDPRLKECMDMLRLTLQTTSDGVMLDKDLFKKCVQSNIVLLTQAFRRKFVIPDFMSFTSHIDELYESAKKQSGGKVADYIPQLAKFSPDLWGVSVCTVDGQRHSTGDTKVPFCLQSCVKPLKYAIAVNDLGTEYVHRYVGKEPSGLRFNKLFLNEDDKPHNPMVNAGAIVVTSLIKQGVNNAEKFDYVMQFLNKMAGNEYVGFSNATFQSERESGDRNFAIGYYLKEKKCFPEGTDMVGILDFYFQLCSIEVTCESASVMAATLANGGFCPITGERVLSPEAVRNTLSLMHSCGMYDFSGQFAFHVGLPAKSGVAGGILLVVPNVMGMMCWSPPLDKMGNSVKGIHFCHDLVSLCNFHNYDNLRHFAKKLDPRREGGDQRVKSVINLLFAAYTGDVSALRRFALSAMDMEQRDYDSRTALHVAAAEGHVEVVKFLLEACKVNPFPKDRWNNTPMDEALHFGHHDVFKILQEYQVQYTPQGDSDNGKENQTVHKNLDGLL
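Assay buffer: 45 mM KH2PO4 pH 8.2, 0.02% Tween-20. hKGA acts on L-glutamine (1 mM solution added); product glutamate is reported by an oxidase/peroxidase Amplex Red coupling, with fluorescence taken at baseline and 30 min.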
Active calls of the source: *; ? = inconclusive; . = not tested or not shown; & = joins results of further samples; [ ] = another dose, or the depositor's remark. Unless noted, calls follow the shape of the dose curve; as a rule, active = well fitted curve in the direction sought with a large enough effect; inconclusive = small, poorly fitted or top-dose-only effect, or another doubt; inactive = no such curve, though single readings can be large; an effect the other way counts as inactive or inconclusive. Some of the compounds tested; count on the stated rates, not on these rows.

SMILES | RGS4 inhibitor | 12-LOX inh | JMJD2A Tudor inh | HP1b chromo inh | BAZ2B block | G9a block | ERG-DNA inh | PI4K2A inh | GLS inhibitor
O=S(=O)(c1ccc(NC(=S)NN=Cc2ccccc2O)cc1)N1CCCCC1 | -28% | ? | ? | -8% | . | . | -3% | 7 | 23%
CCc1ccc(C2NC(=S)NC3=C2C(=O)N(c2ccccc2OC)C(c2ccc(CC)cc2)N3)cc1 (stereo unspecified) | 3% | -2% | -23% | 18% | ? | -43%[59 µM] | 0% | -3 | -2%
Cc1ccc2oc(=O)cc(CN3CCN(Cc4ccccc4)CC3)c2c1 | 28% | ? | -19% | 18% | -2% | 50µM* | 7% | -1 | -2%
Cc1cccc(NC(=O)[C@@H]2CCCN2C(=O)OC(C)(C)C)c1C | 18% | -2% | -1% | 7% | 2% | -8% | 0% | 1 | -10%
C/C(=N\NC(=O)C1COc2ccccc2O1)c1ccccn1 (stereo unspecified) | 10% | 12% | 50µM* | 31% | 25µM* | 15%[59 µM] | -1% | -8 | 9%
CC(Oc1ccc2ccc(=O)oc2c1)C(=O)c1ccccc1 (stereo unspecified) | -7% | 4%&-8% | 8% | 23% | 11% | 23%[59 µM] | 1% | -14 | ?
COc1cccc(-c2nn(-c3ccccc3)cc2CNC(C)Cn2cncn2)c1 (stereo unspecified) | 1% | -14% | -13% | 8% | -21% | 6% | -4% | 1 | 0%
Cc1noc(C)c1CSCC(=O)N(C)CC(=O)Nc1ccccc1Cl | 20% | 6% | -5% | 21% | -5% | 5%[0.501 µM] | -2% | 2 | 18%
Cc1cccc(CNC(=O)Cn2ccc3cc(S(=O)(=O)N4CCC(C)CC4)ccc32)c1 | 7% | -29% | -3% | 30% | -16% | -26%[59 µM] | -2% | 0 | -3%
CCOC(=O)/C=C/C(=O)N1CCN(C(=O)/C=C/C(=O)OCC)CC1 | -43% | 0% | -3% | 42% | -8% | 56µM* | 19% | -1 | 0%
COc1ccccc1NC(=O)c1ccc(COc2ccc3c(c2)CCC3)cc1 | 18% | 3% | 12% | 93%[activator] | 22% | 4% | 16% | -1 | 8%
CCCc1cc(=O)oc2cc(OC(C)C(=O)NCC3CCC(C(=O)O)CC3)c(Cl)cc12 (stereo unspecified) | 13% | 0% | -16% | 31% | 2% | 23%[12.7 µM] | 12% | -11 | 6%
O=C(Nc1cccc(F)c1)OC(CN1CCCCC1)C(F)(F)F (stereo unspecified) | 12% | 15% | 2% | 35% | 10% | 26% | -5% | 1 | 13%
CCOC(=O)c1c(C)n(C)c2ccc(OC)c(NC(=O)CN3CCSCC3)c12 | -11% | 0% | -9% | 37%[activator] | 6% | -4%[12.7 µM] | -5% | 2 | 2%
Cc1ccc(N2CC(C(=O)OCc3nnc(-c4ccccc4)o3)CC2=O)cc1 (stereo unspecified) | 6% | -16% | -11% | 23% | 5% | -38% | 4% | -1 | -3%
COc1cc(NS(=O)(=O)c2ccc(NC(=S)NC(=O)C(C)(C)C)cc2)nc(OC)n1 | -5% | ? | -25% | -6% | -5% | ? | 4% | -10 | -4%
O=C1OC(c2ccccc2)(c2ccc3cc(O)ccc3c2)c2ccccc21 (stereo unspecified) | -13% | -18% | ? | 9%[57 µM] | . | . | 9% | 1 | 1%
N#C/C(=C\c1ccc(OC(F)F)cc1)C(=O)N1CCCCC1 | -27% | 7% | -8% | 29% | 3% | 1%[12.7 µM] | 6% | 13 | 2%
Cc1cccc(-c2nc3c4ccccc4nc(N4CCN(c5cc(C)ccc5C)CC4)n3n2)c1 | -6% | -5% | 4% | 62%[activator] | -16% | 27%[59 µM] | -3% | -2 | 0%
CC(=O)N1CCN(c2ccnc3cc(Cl)ccc23)CC1 | 16% | 4% | -11% | 27% | -13% | . | -5% | -4 | 5%
CCc1nn(CCCC(=O)NCc2ccc(OC)c(OC)c2)c(=O)c2cc3occc3n12 | -26% | -20% | 4% | 30% | -1% | 9%[59 µM] | 4% | -4 | 4%
Cc1ccc(S(=O)(=O)CC(=O)Nc2sc3c(c2C#N)CCCCC3)cc1 | 10% | ? | -18% | -4% | -13% | 6%[59 µM] | -2% | -1 | 2%
CC(C)CCNC(=O)CN1N=C(c2ccc(Cl)cc2)CCC1=O | -3%&24% | 82%&-9%[activator] | -11%&-15% | -20%&44% | 10%&-5% | -11% | -6%&11% | 2&-5 | -4%&-1%
CC1CC(C)CN(S(=O)(=O)c2ccc(C(=O)NNC(=O)c3ccccc3F)cc2)C1 (stereo unspecified) | -1% | 161%[activator] | -5% | 20% | . | . | 1% | -1 | -10%
Cc1ccc(C(=O)O)cc1S(=O)(=O)N1CCSCC1 | -22% | -6% | -8% | 39% | 2% | ? | 10% | 1 | 0%

An excerpt of these results, with two lines to a compound:
Values run as follows: RGS4 inhibitor | 12-LOX inh | JMJD2A Tudor inh | HP1b chromo inh | BAZ2B block | G9a block | ERG-DNA inh | PI4K2A inh | GLS inhibitor
- Cc1ccc2oc(=O)cc(CN3CCN(Cc4ccccc4)CC3)c2c1
→ 28% | ? | -19% | 18% | -2% | 50µM* | 7% | -1 | -2%
- Cc1cccc(NC(=O)[C@@H]2CCCN2C(=O)OC(C)(C)C)c1C
→ 18% | -2% | -1% | 7% | 2% | -8% | 0% | 1 | -10%

The listing picks up, starting four compounds before the break.
SMILES | RGS4 inhibitor | 12-LOX inh | JMJD2A Tudor inh | HP1b chromo inh | BAZ2B block | G9a block | ERG-DNA inh | PI4K2A inh | GLS inhibitor
Cc1ccc(S(=O)(=O)CC(=O)Nc2sc3c(c2C#N)CCCCC3)cc1 | 10% | ? | -18% | -4% | -13% | 6%[59 µM] | -2% | -1 | 2%
CC(C)CCNC(=O)CN1N=C(c2ccc(Cl)cc2)CCC1=O | -3%&24% | 82%&-9%[activator] | -11%&-15% | -20%&44% | 10%&-5% | -11% | -6%&11% | 2&-5 | -4%&-1%
CC1CC(C)CN(S(=O)(=O)c2ccc(C(=O)NNC(=O)c3ccccc3F)cc2)C1 (stereo unspecified) | -1% | 161%[activator] | -5% | 20% | . | . | 1% | -1 | -10%
Cc1ccc(C(=O)O)cc1S(=O)(=O)N1CCSCC1 | -22% | -6% | -8% | 39% | 2% | ? | 10% | 1 | 0%
O=C(Nc1ccc(NC(=O)C2CC2)cn1)c1ccccc1 | -5% | -6% | -6% | 17% | -10% | -11% | -6% | -20 | -4%
Cc1cccc(NC(=O)c2ccccc2OCC(=O)c2ccccc2)c1 | 39% | 0% | 3% | 35% | 8% | 11% | -4% | 3 | 6%
Cc1cc(C)cc(NS(=O)(=O)c2ccc3[nH]cc(C(=O)N4CCCCC4)c(=O)c3c2)c1 | -7% | -27% | -29% | 7% | . | ? | 2% | -3 | 0%
Cc1cc(C(=O)OCC(=O)N2CCN(c3ccccc3)CC2)c2ccccc2n1 | ? | ? | -19% | 27% | -5% | ? | 9% | 1 | -5%
NS(=O)(=O)c1ccc(NC(=O)Nc2ccccc2)cc1 | 5% | 450%[activator] | -11% | 17% | -4% | -4%[59 µM] | 13% | -1 | 2%
O=C(NCCCN1CCN(c2ccc(F)cc2)CC1)Nc1ccc(Cl)cc1 | 7% | -29% | ? | -10% | ? | -25%[59 µM] | -4% | 1&-2 | 27%
Cc1cccc(N2C(=O)CC(NNc3nc4ccccc4s3)C2=O)c1 (stereo unspecified) | 26% | 2% | -11% | 40%[activator] | 8% | -7%[59 µM] | 0% | -4 | -8%
Cc1ccc(N(CC(=O)N2CCCC2)S(C)(=O)=O)cc1C | 22% | 37% | -9% | 8% | -18% | 9% | -7% | 0 | 6%
Cc1ccc(COc2cccc3c2CCN(Cc2ccc(F)cc2)C3=O)cc1 | 8% | 11% | 24% | 76%[activator] | 28% | 33%[activator] | -11% | 0 | 0%
COc1ccc(NC(=O)C2CCCN(S(=O)(=O)c3ccc4c(c3)oc(=O)n4C)C2)cc1OC (stereo unspecified) | 15% | 48%[activator][57.4 µM] | -24% | 18% | -4% | 8% | 0% | -2 | 0%
Cc1ccc(C)c(C(=O)CCC(=O)NNC(=O)Cn2nc(C)cc2C)c1 | 10% | 1% | -16% | 17% | -1% | -3% | 1% | 3 | -1%
CNS(=O)(=O)c1cc(S(=O)(=O)NC)c2cccc3c2c1NC3=O | -9% | ? | -23% | 34% | -25% | ? | 13% | -4 | 2%
CN(C)S(=O)(=O)c1ccc(N2CCCC2)c(C(=O)NNC(=O)c2ccc(F)cc2)c1 | 20% | -3% | 5% | 5% | 22% | -29%[12.7 µM] | 5% | -10 | 13%
